# CHO-K1 Ca antag: nonselective inhibitor or artifact in parental CHO-K1 cells | ATP-induced calcium, Fluo-8 fluorescence | inhibition, % at 3 µM | 0.6% of 360,000 active;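 active = inhibition above a per-plate cutoff, the plate's mean sample inhibition plus 3 SD, cut at about 24% in these data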;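 also: 0% = DMSO plus EC80 ATP and 100% = DMSO alone without ATP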
# M1 PAM: human M1 muscarinic receptor positive allosteric modulators, primary screen, CHO-K1 cells, Fluo-8 calcium fluorescence, 1536-well; CHO-K1 hM1, ACh EC20; 0% = ACh EC20, 100% = maximal ACh; activation, % at 3 µM; 0.088% of 360,000 active; Muscarinic acetylcholine receptor M1 (Homo sapiens), P11229; in the data active = activation above about 19%, passing the limit was not always enough
# Target sequence (P11229 whole entry, looked up): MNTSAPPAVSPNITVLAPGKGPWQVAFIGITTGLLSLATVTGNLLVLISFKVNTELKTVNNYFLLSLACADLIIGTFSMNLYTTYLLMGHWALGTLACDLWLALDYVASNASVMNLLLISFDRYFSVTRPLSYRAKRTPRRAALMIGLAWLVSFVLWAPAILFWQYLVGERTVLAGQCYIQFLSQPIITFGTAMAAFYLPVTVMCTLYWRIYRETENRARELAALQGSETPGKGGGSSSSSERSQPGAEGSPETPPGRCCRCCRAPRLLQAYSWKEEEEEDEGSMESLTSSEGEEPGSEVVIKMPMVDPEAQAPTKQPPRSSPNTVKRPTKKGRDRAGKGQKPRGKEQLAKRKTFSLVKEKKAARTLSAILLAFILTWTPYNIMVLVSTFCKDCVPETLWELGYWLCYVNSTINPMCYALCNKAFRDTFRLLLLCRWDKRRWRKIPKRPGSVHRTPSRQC
# CHO-K1 Ca PAM: nonselective calcium activators in parental CHO-K1 cells, primary screen, counter-screen for M1 PAM project, cell-based, Fluo-8 calcium fluorescence, full deck, 1536-well. ATP EC20; 0% at ATP EC20, 100% at ATP max. activation, % at 3 µM. 0.02% of 360,000 active. AID 602247, 2012;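 active = activation above the run cutoff, the mean activation of all test compounds plus 3 SD, cut at about 40% in these data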;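 also: peak over basal fluorescence ratio in a 140 s read after ATP addition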
# CHRM1 agonist: human M1 muscarinic receptor agonists, primary screen, Fluo-8 calcium fluorescence, CHO-K1 cells, HTS | CHO-K1 hM1, agonist mode; 0% DMSO, 100% acetylcholine EC100 | 0.33% of 360,000 active | Muscarinic acetylcholine receptor M1 (Homo sapiens), P11229 | activation, % at 3 µM;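 active = activation above the run's mean compound activation plus 3 SD, cut at about 16% in these data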;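 also: peak over basal fluorescence ratio within a 140 s kinetic read after compound addition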
# TAAR1 agonist: human TAAR1 agonists, primary screen, Fluo-8 calcium fluorescence, CHO RD-HGA16 cells; AID 624467, 2012; activation, % at 3 µM; 0.99% of 360,000 active; Trace amine-associated receptor 1 (Homo sapiens), Q96RJ0; vehicle wells 0%, saturating PEA agonist 100%;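 active = activation above the mean activation of all test compounds in the run plus 3 SD, cut at about 38% in these data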
# Target sequence (Q96RJ0 whole entry, looked up): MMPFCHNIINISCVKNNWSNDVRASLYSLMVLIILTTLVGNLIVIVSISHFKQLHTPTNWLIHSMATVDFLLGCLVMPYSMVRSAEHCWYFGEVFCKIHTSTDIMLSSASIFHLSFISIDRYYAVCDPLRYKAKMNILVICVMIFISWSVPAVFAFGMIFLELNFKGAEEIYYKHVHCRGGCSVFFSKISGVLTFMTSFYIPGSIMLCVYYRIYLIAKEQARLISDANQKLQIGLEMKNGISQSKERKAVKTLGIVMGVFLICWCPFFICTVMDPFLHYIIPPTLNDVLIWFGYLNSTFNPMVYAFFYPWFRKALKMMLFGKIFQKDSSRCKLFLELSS
#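 Test system: RD-HGA16 (CHO) cells co-expressing Gα16 and hTAAR1; dosing: one-point dosing at 3 µM (nominal); timing: 17-24 h seeding, 75 min 37 °C dye, 30 min RT; signal: kinetic Fluo-8 calcium fluorescence; read-out basis: % activation relative to PEA EC100 response; controls: DMSO and PEA EC100; replicates: n 1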
# CHO parental Ca: ATP-evoked calcium signal inhibitors, parental CHO, primary screen, counter-screen for OX1R antagonist project, cell-based, fluorescence, Fluo-8 calcium dye; parental CHO-K1, ATP-induced calcium, Fluo-8 fluorescence; inhibition, % at 5.6 µM; 0.63% of 330,000 active;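 active = inhibition above that plate's mean sample inhibition plus 3 SD, cut at about 26% in these data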;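 also: 0% = ATP-challenged DMSO wells and 100% = DMSO wells without ATP; some compounds past the cut are filed as inactive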
#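 test system = CHO parental line | reagent = ATP stimulus | measured by = intracellular calcium via Fluo-8 no-wash fluorescent dye | control set = ATP and no-ATP DMSO wells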
# TAAR1 antagonist: human TAAR1 antagonists, primary screen, Fluo-8 calcium fluorescence, CHO RD-HGA16 cells. 1.5% of 360,000 active. AID 624466, 2012. Trace amine-associated receptor 1 (Homo sapiens), Q96RJ0. antagonist. inhibition, % at 3 µM;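 active = inhibition above a per-plate cutoff, the mean inhibition of test compounds on that plate plus 3 SD, cut at about 49% in these data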;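 also: 0% = DMSO plus EC80 beta-PEA response and 100% = DMSO alone without agonist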
#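 Assay system: RD-HGA16 CHO cells with stable hTAAR1 and Gα16 / Reagent: EC80 β-phenethylamine stimulus / Doses: 3 µM, single point / Timing: dye loading 75 min at 37 °C, then 30 min room temperature / Measured by: Fluo-8 intracellular calcium dye fluorescence, real-time kinetic reads / Controls: vehicle wells and EC80 agonist wells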
# CHRM1 antagonist: human M1 muscarinic receptor antagonists, primary screen, CHO-K1 cells, Fluo-8 calcium fluorescence, 1536-well. Muscarinic acetylcholine receptor M1 (Homo sapiens), P11229. CHO-K1 hM1, ACh EC80 antagonist. inhibition, % at 3 µM. 1.3% of 360,000 active;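 active = percent inhibition above its own plate's cutoff, namely the mean of that plate's compound wells plus 3 SD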;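 also: peak over basal fluorescence ratio during 140 s after agonist addition; 0% = ACh EC80 plus DMSO and 100% = DMSO alone without agonist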
# M1 ag parental: counter-screen for M1 agonists: effect in parental CHO-K1 cells | Fluo-8 calcium fluorescence; scaled to maximal ATP response, vehicle zero | activation, % at 3 µM | 0.48% of 360,000 active | AID 602248, 2012; in the data active = activation above about 15%;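 also: untransfected CHO-K1 host cells lacking M1 receptor as counterscreen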
# The depositor's hits bear a star; . = no result given. Compounds were not picked by outcome. Share with any hit: about 4.4%.
SMILES | CHO-K1 Ca antag | CHO-K1 Ca PAM | M1 PAM | TAAR1 antagonist | M1 ag parental | CHRM1 agonist | CHO parental Ca | TAAR1 agonist | CHRM1 antagonist
COc1ccc(Br)cc1CNCC1CCCO1 (stereo unspecified) | -13 | 22 | 8 | 2 | 1.2 | -7 | -3 | 0 | -8
CCN(CC)C(=O)C1CCN(c2ncnc3c2cnn3-c2ccc(C)cc2C)CC1 | 17 | -6 | 12 | -23 | 0.0 | 2 | -14 | 14 | -26
O=C(Nc1nnc(SCc2ccccc2F)s1)c1ccco1 | -12 | 21 | 11 | -25 | 2.5 | -6 | 8 | 8 | -6
NC(=O)CC(NC(=O)Cc1ccc(Br)cc1)c1ccc(N2CCCCCCC2)c([N+](=O)[O-])c1 (stereo unspecified) | -12 | 9 | 8 | 2 | 0.0 | -6 | -12 | 4 | -6
CC(=O)Nc1ccc(Nc2ccc3nonc3c2[N+](=O)[O-])cc1 | -2 | 23 | 10 | -2 | 1.6 | -6 | -1 | 0 | -8
CC(=O)Nc1ccc(S(=O)(=O)N2CCC(C(=O)Nc3nccs3)CC2)cc1 | 12 | -12 | 6 | -11 | 8.4 | -2 | 2 | 5 | -5
O=[N+]([O-])c1ccccc1Nc1ccc(O)cc1 | 1 | 15 | 3 | 6 | -0.5 | -14 | -15 | 3 | -6
Cc1csc(SCC(=O)N2CCN(S(=O)(=O)c3ccccc3)CC2)n1 | -11 | 17 | 3 | 4 | 0.6 | -2 | -13 | 3 | -5
N#Cc1c(-c2ccccc2)c(-c2ccccc2)n(Cc2ccco2)c1NC(=O)c1cccs1 | 6 | -5 | 6 | 5 | -0.4 | 0 | 5 | -1 | -24
Cc1cccc(NC(=O)c2cc([N+](=O)[O-])ccc2NCC2CCCO2)n1 (stereo unspecified) | -13 | 14 | -2 | 13 | 2.4 | -7 | -19 | -1 | -9
COc1ccc2nc3oc(C(=O)N4CCCCC4)cc3cc2c1 | -2 | 10 | 0 | 8 | 1.0 | -3 | -6 | 11 | -2
CCOc1ccc(NC(=S)NNC(=O)c2cc(Br)ccc2Cl)cc1 | -14 | 11 | -3 | 18 | 2.9 | -2 | 7 | 4 | 3
Cc1sc2ncnc(N3CCC(C(=O)Nc4cc(C(F)(F)F)ccc4OCC(F)(F)F)CC3)c2c1C | -13 | -13 | -16 | 7 | 0.0 | -8 | . | 0 | 16
O=C(Nc1ccc2c(c1)CCC2)c1cc(S(=O)(=O)Nc2ccc(F)cc2)c(Cl)cc1Cl | -3 | -5 | -2 | -3 | 0.0 | -3 | -21 | 3 | 11
COCCCC1CCN(C(=O)c2cc(COc3cc(C)ccc3C)on2)CC1 | -14 | 19 | 4 | -1 | 6.2 | -2 | 5 | -2 | -16
COc1ccc(Nc2cc(C(=O)NCCCN3CCN(C)CC3)c3ccccc3n2)cc1 | -4 | 11 | 4 | 14 | 0.2 | -6 | -10 | 6 | -21
O=C(Cn1cnc2c(nnn2Cc2ccc(F)cc2)c1=O)NCc1ccc(F)cc1 | -14 | 16 | 13 | -10 | 0.9 | -9 | -14 | 2 | -16
NC(CCc1ccccc1)c1csc(Nc2nccc(C(F)(F)F)n2)n1 (stereo unspecified) | 2 | 10 | 5 | 8 | 6.5 | 7 | . | 34 | -2
N=c1c2ccccc2nnn1-c1cccc(C(F)(F)F)c1 | -8 | 17 | 8 | 2 | 0.3 | -9 | 3 | 4 | -6
CC(C)C[C@H](NC(=O)c1nc[nH]c1C(=O)N(C)Cc1ccccc1)C(=O)OC(C)(C)C | 1 | -10 | 0 | -1 | -1.0 | -7 | -16 | 3 | 5
CC1(C)CC(=O)C2=C(C1)Nc1cc3c(cc1C2c1ccc(F)cc1)OCO3 (stereo unspecified) | 6 | -3 | 0 | -2 | -0.3 | -6 | -16 | 0 | -4
CC(=O)N1c2ccc(C)cc2Sc2c1ccc1ccccc21 | -11 | 11 | 5 | -34 | 0.1 | -6 | . | 1 | -10
CC(CC(=O)O)NCC1COc2ccccc2O1 (stereo unspecified) | -6 | 7 | 6 | -8 | 0.1 | -3 | 10 | 1 | -5
O=C(O)c1ccc(NNC(=S)Nc2cc(C(F)(F)F)ccc2Cl)cc1 | -5 | -8 | 6 | 0 | 0.5 | -2 | -12 | 0 | -8
Nc1ccc2nc(-c3cccc(-c4nc5ccc(N)cc5[nH]4)c3)[nH]c2c1 | -6 | 7 | -4 | 1 | 2.7 | -4 | 0 | 1 | 2
CNc1ccccc1C(=O)OCC(=O)N1CCN(c2ccc(OC)cc2)CC1 | -3 | 13 | 6 | -16 | 1.5 | 0 | -15 | 4 | 4
Cc1cc(O)c(C(C)C)cc1NC(=O)c1ccc(Cl)cc1 | -5 | 11 | 1 | 18 | 0.2 | -3 | -9 | 2 | -4
CSc1cccc(NC(=O)OC2CCCCCCCCCCC2)c1 | -15 | 1 | 8 | 5 | 0.8 | 0 | -9 | 2 | -11
COc1ccc(OC)c(S(=O)(=O)Nc2ccc(C)c(C)c2)c1 | -6 | 6 | -10 | -4 | 0.4 | -13 | -17 | 9 | 15
CC(C)(CNC(=O)c1cccc(S(=O)(=O)Nc2ccc(Br)cc2)c1)N1CCOCC1 | 6 | -14 | -4 | -4 | 0.5 | 6 | -16 | 7 | 13

# Ordered by length of the SMILES (largest number first): some entries from above
SMILES | CHO-K1 Ca antag | CHO-K1 Ca PAM | M1 PAM | TAAR1 antagonist | M1 ag parental | CHRM1 agonist | CHO parental Ca | TAAR1 agonist | CHRM1 antagonist
O=C(O)c1ccc(NNC(=S)Nc2cc(C(F)(F)F)ccc2Cl)cc1 | -5 | -8 | 6 | 0 | 0.5 | -2 | -12 | 0 | -8
NC(CCc1ccccc1)c1csc(Nc2nccc(C(F)(F)F)n2)n1 (stereo unspecified) | 2 | 10 | 5 | 8 | 6.5 | 7 | . | 34 | -2
COc1ccc(OC)c(S(=O)(=O)Nc2ccc(C)c(C)c2)c1 | -6 | 6 | -10 | -4 | 0.4 | -13 | -17 | 9 | 15
Cc1cc(O)c(C(C)C)cc1NC(=O)c1ccc(Cl)cc1 | -5 | 11 | 1 | 18 | 0.2 | -3 | -9 | 2 | -4
COc1ccc2nc3oc(C(=O)N4CCCCC4)cc3cc2c1 | -2 | 10 | 0 | 8 | 1.0 | -3 | -6 | 11 | -2
O=C(Nc1nnc(SCc2ccccc2F)s1)c1ccco1 | -12 | 21 | 11 | -25 | 2.5 | -6 | 8 | 8 | -6
CC(CC(=O)O)NCC1COc2ccccc2O1 (stereo unspecified) | -6 | 7 | 6 | -8 | 0.1 | -3 | 10 | 1 | -5

# More entries:
SMILES | CHO-K1 Ca antag | CHO-K1 Ca PAM | M1 PAM | TAAR1 antagonist | M1 ag parental | CHRM1 agonist | CHO parental Ca | TAAR1 agonist | CHRM1 antagonist
Cc1ccc(N2CCN(C(=O)c3cccc([N+](=O)[O-])c3)CC2)cc1Cl | 1 | 15 | 2 | -9 | 4.2 | -3 | 6 | 1 | -4
CN(C)CCC(O)(c1ccccc1)c1ccccc1Cl (stereo unspecified) | -8 | 4 | -24 | -17 | 0.7 | -8 | . | 7 | 38*
COc1ccc(S(=O)(=O)NCCc2cn3nc(C)c(C)nc3n2)cc1 | -7 | 8 | 9 | -8 | 1.3 | -4 | -10 | 1 | -10
O=C(c1ccc(F)cc1)C1CCN(C(=O)c2ccccc2F)CC1 | -1 | 7 | 7 | -8 | 1.5 | -2 | -9 | 11 | -12
C/C=C/c1ccc(OCC(=O)OCc2csc(Nc3ccc(C)cc3)n2)c(OC)c1 | -6 | 22 | 10 | -2 | 1.0 | -5 | -24 | -1 | -14
COC(=O)c1cc(S(=O)(=O)NCC2CCN(Cc3cccc(Cl)c3)CC2)c[nH]1 | -10 | 24 | -12 | -9 | 1.6 | -6 | -16 | 0 | 16
COc1ccc(/C=C/C(=O)OC2CCCN(C)C2)cc1 (stereo unspecified) | 0 | 14 | 6 | -20 | 13 | -8 | -1 | 4 | 1
COc1ccc(S(=O)(=O)N2CCCCCC2)cc1C(=O)NCc1ccc(C)cc1 | -15 | 10 | 8 | 10 | 0.8 | -5 | -8 | 5 | -13
COc1ccc(-c2cc(C(F)(F)F)n3nc(C(=O)O)nc3n2)cc1 | -22 | -7 | 1 | -2 | -0.1 | 0 | 3 | 2 | -4
CCCCc1cc(=O)oc2c(C)c(OCc3nn[nH]n3)ccc12 | 8 | -17 | 20 | -15 | 0.3 | 2 | -15 | 20 | -14
COc1ccc(CC(=O)O/N=C(\N)Cc2ccc([N+](=O)[O-])cc2)cc1 | -2 | 5 | 6 | 0 | 0.3 | -4 | -10 | -1 | -15
CCCCn1c(CN(C)Cc2ccccc2)nc2c1c(=O)n(C)c(=O)n2C | 13 | -4 | -9 | 14 | 2.3 | -4 | -7 | 9 | 12
COc1ccc(C(c2nnnn2C2CCCC2)N2CCC(C)CC2)cc1 (stereo unspecified) | -6 | 19 | 3 | 5 | -0.1 | -6 | -19 | 6 | -21
O=C(Nc1ccc(S(=O)(=O)N2CCCCC2)cc1)C1CC1 | -9 | 9 | 11 | 3 | 1.8 | -2 | 13 | 8 | -9
CC1=CC(C)(C(Cl)Cl)C(C)=CC1=O (stereo unspecified) | -7 | 9 | 12 | -5 | -0.3 | -3 | 15 | 14 | -2
COc1cc2c(cc1OC)C(C)N(S(=O)(=O)c1ccc(C)cc1)CC2 (stereo unspecified) | 5 | 4 | 2 | -16 | 0.0 | -2 | -11 | 0 | -4
CCOC(=O)Cn1nc(/C=C/c2ccc(C)cc2)ccc1=O | -2 | 8 | -8 | -9 | 1.3 | -2 | 9 | 1 | 6
COc1ccc(NC(=O)c2cc3ccc(O)cc3o/c2=N\O)cc1 | 13 | -16 | 1 | -6 | 0.7 | 1 | -2 | 2 | 8
O=c1cc(-c2ccccc2)n(S(=O)(=O)c2ccc3ccccc3c2)o1 | -13 | 10 | 5 | 12 | 0.0 | -2 | -6 | 13 | -21
O=C(COC(=O)C1CCC(=O)N1)Nc1cc(Cl)ccc1Cl (stereo unspecified) | -5 | 5 | 6 | -20 | 0.2 | -5 | -6 | 6 | -8
O=C(O)CCCCCNC(=O)/C(=C\c1ccco1)NC(=O)c1ccco1 | -10 | 16 | 5 | -8 | 1.6 | -4 | 10 | 0 | -1
Fc1ccc(CN2CCCCCCC2)c(F)c1 | 14 | -4 | 0 | 2 | -0.1 | -5 | -8 | 5 | 2
CC(=O)Nc1ccc(NS(=O)(=O)c2cccc3nonc23)cc1 | -17 | 11 | 3 | -7 | 0.2 | -1 | 1 | 1 | -6
COc1ccccc1CNCc1ccc(OC)c(OC)c1OC | 16 | -7 | -1 | 7 | -0.6 | -7 | -20 | 5 | 5

# Bioassay records: PubChem BioAssay, The Scripps Research Institute Molecular Screening Center
